From PubChem
iPSC survival up: hiPSC single-cell survival enhancement; AID 602274; ATPlite luminescence; 100% = ROCK inhibitor wells, 0% = DMSO; 360,000 compounds, 0.044% hits; survival enhancement, % at 20 µM; in the data active = survival enhancement above about 18%;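 also: cells exposed to compounds for 16 hours before the ATP read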
Vif inh: blocks HIV Vif function. HEK293T cells, Vif self-association by quenched fluorescence, imaging, 24 h. 340,000 compounds, 0.35% hits. inhibition, % at 7.49 µM; in the data active = inhibition above about 50%, passing the limit was not always enough; inconclusive = no clear call, values can overlap the other calls; inactive = below about 31%; also: some results filed as inactive read as strong as hits
HTR2A ag: mouse HTR2A agonism via beta-arrestin recruitment; P35363; CHO-K1 mHTR2A beta-arrestin complementation, luminescence; percent of 30 µM serotonin response; 360,000 compounds, 0.66% hits; activation, % at 7.6 µM;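 active = activation above a run cutoff, the mean activation of all tested compounds plus 3 SD, cut at about 14% in these data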;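 also: 0% = plate median of compound wells and 100% = 30 µM serotonin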
H9c2 protect: myocardial damage modulation in H9c2 cells; H9c2 cardiomyocytes, H2O2 injury protection, ATPLite, 2 h; protection from H2O2 cell death, % at 20 µM; 360,000 compounds, 0.63% hits;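 active = compounds giving at least 50% protection of heart cells from peroxide-induced death in the single-dose screen, raw or plate-pattern-corrected value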;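 also: 0% = DMSO wells with peroxide and 100% = DMSO wells without peroxide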
CaV13 FRET inh: Disruptors of the CACNA1D IQ motif to Ca2+-dependent inactivation inhibitor domain association, primary screening, Förster resonance energy transfer in intact living … | HEK cells, CFP/YFP FRET ICDI-IQ, plate reader, 10 min; percent FRET-ratio fall versus neutral wells | inhibition, % at 12.3 µM | 340,000 compounds, 0.098% hits;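 active = mean replicate inhibition of at least 30% and at least 1% of replicates passing that level; inconclusive = only one of the two criteria is met; inactive = neither criterion is met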;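 also: 0% = median of the neutral control wells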
Glyco luc inh: blocks N-linked glycosylation in D54 reporter cells. D54 ERlucT glycosylation luciferase reporter, 24 h; percent of 100 nM tunicamycin response. reporter increase, % at 12.5 µM. 360,000 compounds, 0.23% hits;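 active = mean luciferase reporter signal, scaled so untreated is 0 and the glycosylation-blocking control 100, at or above a set limit in every replicate; inconclusive = mean reaches the limit but not every replicate does; inactive = mean below the limit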;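 also: luciferase carries N-glycosylation sites so blocking glycosylation raises the light; 0% = median of neutral control wells and 100% = median of 100 nM tunicamycin wells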
PDI inh: PDI (human) enzyme inhibition. P07237. PDI insulin aggregation turbidity, A650, 90 min. inhibition, % at 10 µM. 350,000 compounds, 0.052% hits;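 active = mean inhibition across replicates of 30% or more, whatever share of single replicates reach that level; inconclusive = mean inhibition below 30% while every single replicate reaches 30%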;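 also: absorbance from insulin aggregation driven by PDI reduction with DTT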
Exocytosis inh: blocks lytic granule exocytosis | TALL-104 LAMP-1 surface exposure, flow cytometry; cells stimulated with thapsigargin and PMA | inhibition, % at 10 µM | 360,000 compounds, 0.66% hits | AID 651702;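 active = inhibition above about 55%, limit read from the data; inconclusive = no clear call, values can overlap the other calls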
ABCB6 inh 2: inhibitors of human ABC transporter ABCB6; AID 602162; 360,000 compounds, 0.19% hits; K562-ABCB6 porphyrin accumulation, flow cytometry, 1 h; stronger effect = lower value; fluorescence ratio to DMSO, % at 10 µM; Q9NP58;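 active = fluorescence ratio to DMSO below 75%, the collection mean minus 3 SD; inconclusive = too few cells collected in the well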;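 also: signal is porphyrin accumulated inside mitochondria; 100% equals median channel fluorescence of DMSO control wells; lower ratio means ABCB6 inhibition with less porphyrin fluorescence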
Target sequence (Q9NP58 whole entry, looked up): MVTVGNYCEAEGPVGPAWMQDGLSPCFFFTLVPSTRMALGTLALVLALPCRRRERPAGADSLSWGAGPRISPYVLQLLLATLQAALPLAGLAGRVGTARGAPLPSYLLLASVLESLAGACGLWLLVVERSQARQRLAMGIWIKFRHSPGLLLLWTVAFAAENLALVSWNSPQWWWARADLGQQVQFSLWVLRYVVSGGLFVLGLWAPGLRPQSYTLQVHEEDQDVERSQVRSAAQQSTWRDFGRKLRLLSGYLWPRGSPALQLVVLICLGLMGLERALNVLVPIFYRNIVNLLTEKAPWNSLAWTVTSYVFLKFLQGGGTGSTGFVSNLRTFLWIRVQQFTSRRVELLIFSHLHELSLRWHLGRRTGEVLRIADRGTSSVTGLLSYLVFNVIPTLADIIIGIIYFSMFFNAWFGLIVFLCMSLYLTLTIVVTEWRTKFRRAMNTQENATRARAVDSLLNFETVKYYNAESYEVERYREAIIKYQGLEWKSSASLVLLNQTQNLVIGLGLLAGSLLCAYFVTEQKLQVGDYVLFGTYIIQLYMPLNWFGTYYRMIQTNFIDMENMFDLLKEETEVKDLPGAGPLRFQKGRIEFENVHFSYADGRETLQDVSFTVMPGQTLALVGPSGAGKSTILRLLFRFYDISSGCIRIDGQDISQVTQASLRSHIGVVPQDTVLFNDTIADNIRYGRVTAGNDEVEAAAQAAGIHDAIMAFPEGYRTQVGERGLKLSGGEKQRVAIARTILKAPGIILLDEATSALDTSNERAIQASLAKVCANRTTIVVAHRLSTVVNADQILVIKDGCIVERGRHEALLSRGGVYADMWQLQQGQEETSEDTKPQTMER
aDG glyco act: alpha-DG glycosylation activation; Pro5-aDG cells, alpha-DG glycosylation AlphaScreen (IIH6); 0% Pro5, 100% B10-LARGE cell signal; activation, % at 10 µM; 360,000 compounds, 0.22% hits;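 active = activation of at least 8% versus controls, or a plate z-score of at least 8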;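 also: Pro5 are CHO cells carrying HIG-tagged alpha-DG that lacks glycosylation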
An asterisk follows results filed as active; u = inconclusive; x = not tested or not shown.

compound,iPSC survival up,Vif inh,HTR2A ag,H9c2 protect,CaV13 FRET inh,Glyco luc inh,PDI inh,Exocytosis inh,ABCB6 inh 2,aDG glyco act
O=C(NNC(=O)C12CC3CC(CC(Cl)(C3)C1)C2)c1ccncc1,0.1,-4,-2,-2,-5,0,-3,-6,103,0.2
CCCSc1cc(N2CCCC2)nc(-c2ccccc2)n1,-2.7,22,7,-18,-5,-1,-4,-5,101,0.2
NC(=O)CSc1nc2c(c(=O)n1-c1ccccc1)C1(CCCCC1)Cc1ccccc1-2,-1.0,-4,5,-4,-3,2,-1,-10,99,0.0
COc1ccc(-n2nc3c(N4CCC(C(=O)NCc5ccccc5C)CC4)nnc(C)c3c2C)cc1,-0.7,-5,-2,-15,x,-11,5,34,99,-0.2
CCOc1ccc(NC(=O)CCc2nnc3ccc(N4CCN(C)CC4)nn23)cc1,1.2,9,-2,-1,-3,-2,u,0,103,0.0
COc1ccc(CNC(=O)CSc2nn3c(=O)c(C(C)(C)C)nnc3s2)cc1OC,0.9,4,-4,0,-3,-2,3,12,101,-0.4
CC(C)[N+](C)(C)CC#CC(O)(c1ccccc1)c1ccccc1,-0.7,4,-3,-1,-4,1,3,-3,94,0.0
CCOC(=O)c1c(-c2cccs2)csc1NC(=O)CN1CC(C)OC(C)C1 (stereo unspecified),2.6,x,-4,13,x,-4,-3,4,99,-0.1
CSc1nc2ccc(NS(=O)(=O)c3ccc([N+](=O)[O-])cc3)cc2s1,-0.7,-1,1,-3,-5,4,6,7,98,0.0
CCC(C(=O)NCc1ccccc1OC)n1nc(C)n2c(cc3occc32)c1=O (stereo unspecified),-1.4,-4,3,-11,-4,-1,2,5,98,0.0
Clc1ccc(-c2ccnc3nc(N4CCOCC4)nn23)c(Cl)c1,0.9,7,-2,4,-12,1,2,-2,98,-0.3
O=S(=O)(c1cccs1)N1CCN(CC(O)COc2cccc(Br)c2)CC1 (stereo unspecified),-1.6,3,1,-7,-8,-4,-1,1,100,0.9
O=C(CCN1CCN(c2ccccc2)CC1)NNC(=O)c1cccc2ccccc12,-1.0,3,14,7,-6,2,-1,-7,101,-0.2
COc1ccc(CCn2c(N)c(C(=O)NCc3ccco3)c3nc4ccccc4nc32)cc1OC,3.1,11,11,3,0,8,3,1,105,1.0
Cc1ccccc1-n1nc(-c2cccnc2)cc1C(=O)N/N=C/c1ccncc1,4.0,-9,0,16,-4,0,2,-1,94,-0.1
CC1CCN(S(=O)(=O)c2cccc(C(=O)N3CCN(c4ccc(F)cc4)CC3)c2)CC1,-0.4,4,7,-9,-2,-5,1,1,97,1.4
COC(=O)C(Cc1ccc(O)cc1)NC(=O)c1ccccc1OC (stereo unspecified),3.6,7,-1,15,-4,-1,6,0,85,-0.3
Cc1ccc2cccc(OCc3cccc([N+](=O)[O-])c3)c2n1,-0.5,-5,-1,1,-19,-2,-5,-8,100,-0.1
O=c1c(-c2nc3ccccc3s2)cccn1Cc1ccc(Cl)c(Cl)c1,2.2,-1,2,-11,-4,-3,-9,1,89,0.5
Cc1ccc(-c2nnn3c2nc(NCCc2ccc(S(N)(=O)=O)cc2)c2ccccc23)cc1,-1.4,38,2,10,-5,-5,-9,-3,100,-0.2
COc1cc(CNc2ccc(N3CCCC3)cc2)cc(Cl)c1OC,-0.8,3,-5,-21,-3,10,-4,1,150,-0.5
CN(C)CCN1CCN(C2CN(Cc3cn(Cc4cccc(Cl)c4)nn3)S(=O)(=O)C2)CC1 (stereo unspecified),0.4,x,4,x,-7,x,x,-3,97,-0.1
COc1cc([N+](=O)[O-])ccc1NC(=S)N1CCN(c2ccccn2)CC1,2.8,-3,10,5,-1,1,-2,-6,98,-0.4
O=C(c1ccc(Cn2cc(Br)cn2)cc1)N1CCN(c2ccccc2)CC1,0.0,u,0,-3,-8,8,-37,-3,108,0.0
Cc1ccc(N2CC(C(=O)Nc3ccncc3)CC2=O)cc1 (stereo unspecified),-1.5,24,-2,1,x,0,11,1,102,0.1
CCc1ccc2oc(C(=O)NCCc3ccc(S(N)(=O)=O)cc3)cc(=O)c2c1,-0.6,6,-5,-3,-2,0,-4,-1,97,0.1
NC(=S)N/N=C/c1ccccc1O,1.3,x,-3,0,0,2,-3,7,99,1.6
Cc1ccccc1Nc1c(-c2cccnc2)nc2ccccn12,0.1,-5,4,-9,-5,-2,2,0,u,0.7
Cc1cc(C)c(OCCCNCc2ccccc2)c(Br)c1,-0.3,-5,20*,0,-5,-1,6,48,97,0.4
O=C(C[C@H]1C/C=C\C[C@H](Cc2ccc(F)cc2)C(=O)O[C@@H](c2ccccc2)CNC1=O)N[C@H](CO)Cc1ccccc1,3.9,-1,10,18,-4,-1,-8,-1,97,0.2
Cc1cccc(CCNC(=O)c2cc(S(=O)(=O)N3CCOCC3)cn2C)c1,-2.7,2,3,-5,6,-1,x,-13,98,-0.3
Cc1ccc(NC(=S)N2CCN(C(=O)C3CCCO3)CC2)cc1 (stereo unspecified),0.2,1,0,6,-17,0,-7,-6,94,-0.2
COc1ccc(NC(=O)C2CCCNC2=O)cc1 (stereo unspecified),-0.7,-1,6,-3,-18,0,3,-9,104,-0.3
Nc1nc2n(n1)C(c1cccc(Br)c1)CC(c1ccc(F)cc1)N2 (stereo unspecified),0.5,-2,-4,-7,-3,1,x,1,102,-0.1
COc1ccc(NS(=O)(=O)c2cc(NC(=O)COc3ccc(OC)cc3)ccc2N2CCOCC2)cc1,-0.3,-1,1,-1,-5,-2,-6,-2,99,-0.3
CC(C)COC(=O)N(C)C[C@@H]1OCc2cnnn2CCCC(=O)N([C@H](C)CO)C[C@@H]1C,-1.7,-2,-5,7,-2,3,-5,0,99,7.2*
O=C(CN(Cc1ccco1)C(=O)CCC(=O)Nc1nccs1)NCc1ccccc1,-0.3,3,5,10,0,2,6,-2,92,0.1
COc1cc(S(=O)(=O)N2CCN(c3ccccn3)CC2)ccc1Br,1.1,2,4,-3,-5,-1,-8,17,97,-0.1
CCc1cc2c(=O)c(-c3nc4ccccc4n3C)coc2c(CN2CCC(C)CC2)c1O,-0.3,5,3,7,-20,-1,-4,-1,98,0.1
COC(=O)c1ccccc1S(=O)(=O)N1CCn2cccc2C1C (stereo unspecified),-0.8,-2,1,4,-21,1,-1,-1,100,0.1
CC1CCC(=NNc2ccc(C(F)(F)F)cc2[N+](=O)[O-])CC1 (stereo unspecified),-0.7,-4,1,-10,-5,2,-4,-10,100,-0.1
C(=C\c1ccccc1)/C=N/Nc1nc(N2CCOCC2)nc(N2CCOCC2)n1,-1.8,-6,-5,-7,-5,0,-2,3,103,-0.1
Cc1cc(C(F)(F)F)nn1CC(=O)NCc1cccs1,0.3,-8,2,2,-8,1,-1,-4,104,0.2
CSCC[C@H](NC(=O)c1ccc2ccccc2c1)C(=O)N1CCC2(CC1)NCCc1[nH]cnc12,0.5,-3,-4,5,-7,0,1,-2,94,-0.4
CC1(c2nnc(-c3ccccc3)o2)CC(c2cccc(Cl)c2)=NO1 (stereo unspecified),6.4,4,1,-13,-10,-4,2,-3,99,0.0
N#C/C(=C\c1ccc2c(c1)OCO2)C(=O)NCc1ccco1,-1.3,-8,-2,-5,-10,-1,0,1,93,0.1
CCN1CCCC1CNC(=O)c1cc2cc(OC)c(OC)cc2[nH]1 (stereo unspecified),0.9,-20,-5,4,-14,-4,0,-7,97,0.1
CC(=O)c1ccc(NS(=O)(=O)c2ccc3ccccc3c2)cc1,3.4,9,0,-11,-8,2,3,1,99,-0.1
Cc1ccc(SC2=C[C@@]3(O)CC[C@@H](O)[C@@](Sc4ccc(C)cc4)(C2=O)[C@H]3O)cc1,-1.0,x,3,x,-8,x,x,11,120,0.0
NC(=O)CCCn1c(C(=O)c2cc(Cl)c(N)c(Cl)c2)c2ccc(C(F)(F)F)cc2[n+]1[O-],0.9,-10,-2,-4,-4,0,-3,-3,98,0.3
CCOc1ccc(-c2ccc3nnc(SCC(=O)NCC4CCCO4)n3n2)cc1 (stereo unspecified),-0.3,-1,8,-4,-5,0,-22,-1,101,-0.1
Cc1ccc2c(CN3CCCCC3C)cc(=O)oc2c1 (stereo unspecified),-0.2,-18,-6,-2,-7,-4,1,-6,97,0.0
CN(c1ccccc1)S(=O)(=O)c1cccc(NC(=O)Nc2ccc(Cl)cc2C#N)c1,2.9,x,-5,2,-4,0,-2,1,102,0.0
CCOC(=O)c1c(NC(=O)CSc2nnc(-c3ccc(Cl)cc3)o2)sc2c1CCC2,-0.3,5,1,-3,-5,4,11,-3,96,-0.1
COCCNC(=O)C(OC(=O)c1nsc(Cl)c1Cl)C(C)C (stereo unspecified),1.1,15,-1,4,-4,4,-2,-5,101,-0.6
Cc1ccc(CN(C)C(=O)CN2C(=O)NC3(CCCc4ccccc43)C2=O)c(C)c1 (stereo unspecified),-0.5,-1,-3,-1,-6,2,6,-3,98,0.2
CCCCCCNC(=O)O[C@H]1C[C@H](C(=O)OC)[C@H](C(=O)OC)C2CN(S(=O)(=O)c3ccc(C)cc3)C[C@@]21O (stereo partly specified),-2.0,-5,3,-2,-3,0,5,0,102,0.1
COc1ccc(NC(=O)CSc2nnnn2-c2ccccc2OC)c(OC)c1,0.1,-7,0,2,-19,0,7,-6,93,-0.1
COC(=O)c1[nH]c2cccc(Cl)c2c1NC(=O)CN1CCCCC1C (stereo unspecified),2.6,3,1,6,-5,-4,0,5,102,-0.1
O=c1[nH]ncc(NCCc2ccccc2)c1Cl,1.9,11,4,7,-5,0,6,-1,97,0.0

Going on with the list.
compound,iPSC survival up,Vif inh,HTR2A ag,H9c2 protect,CaV13 FRET inh,Glyco luc inh,PDI inh,Exocytosis inh,ABCB6 inh 2,aDG glyco act
COc1ccc(OC)c(NC(=O)CCn2ccnc2)c1,-0.7,x,-4,7,-18,0,-1,-2,104,0.0
CCCN(CCC)S(=O)(=O)c1ccc(C(=O)NNC(=O)c2cc(OC)c(OC)c(OC)c2)cc1,-0.4,4,1,1,-14,0,6,-2,98,0.4
CCN1CCCC1CNS(=O)(=O)c1cccc(C(F)(F)F)c1 (stereo unspecified),-0.1,2,-3,-5,x,0,-1,-6,98,-0.2
CC1=C(C(=O)OC(C)C)C(c2ccc(Cl)cc2)n2c(sc(=Cc3ccc(OCC(=O)O)cc3)c2=O)=N1 (stereo unspecified),5.0,2,2,29,-6,1,-2,-8,99,-0.2
CCn1nnnc1-c1ccc(OC)c(S(=O)(=O)Nc2ccc(C)c(C)c2)c1,-1.1,6,13,6,-6,-3,-15,0,102,4.0
CCCCn1nnnc1C(c1cc2ccccc2o1)N1CCN(C/C=C/c2ccccc2)CC1 (stereo unspecified),-0.6,0,-8,-9,-6,5,x,-5,95,0.1
O=C(NCC1CCCO1)c1c(O)c2cccc3c2n(c1=O)CC3 (stereo unspecified),12,21,-1,2,x,1,6,5,95,0.0
